ALOX12 inh: ALOX12 (human) lipoxygenase inhibition | P18054 | 1.1% of 580,000 active | purified 12hLO, xylenol orange hydroperoxide absorbance | Potency, µM (highest dose often 108 µM), without a hit: at the highest dose activity change, negative = inhibition, actives largely listed as inhibitors; note: potency is the fitted concentration of half-maximal effect
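Hydroperoxide product was detected by ferrous iron/xylenol orange as the 573 to 405 nm absorbance ratio. Arachidonic acid at 40 uM (final) was turned over for 30 min at room temperature by 150 nM human 12hLO, pH 7.0 Hepes buffer, after 15 min compound preincubation.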
LDHA inh: blocks human lactate dehydrogenase A; P00338; purified LDHA, NADH/diaphorase-resazurin fluorescence; active compounds read low; activity change, % (values are at about 110 or 230 µM); 0.15% of 480,000 active; AID 1347041; in the data active = activity change below about -30%; inconclusive = mostly about -25% to -30%;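 note: plate controls were DMSO wells for no effect and wells without enzyme for full effect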
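Human LDH5 (2 nM) was incubated with 0.06 mM NADH and 0.2 mM pyruvate for 5 min at room temperature in Tris pH 7.4. Remaining NADH was coupled through diaphorase/resazurin, and resorufin fluorescence was read at 0 and 20 min.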
Pol kappa inh: inhibitors of human DNA polymerase kappa; Q9UBT6; purified Pol kappa, fluorescent DNA synthesis assay, 10 min; Potency, µM (titrated, usually from 107 µM), for the others: at the highest dose activity, negative = inhibition, actives largely listed as inhibitors; 0.53% of 400,000 active; AID 588579; note: potency is the fitted concentration of half-maximal effect
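10 nM Pol kappa was preincubated with compounds for 15 min at room temperature. Reaction started with 50 nM (final) substrate. Fluorescence read kinetically at 0 and 10 min.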
Pol eta inh: inhibitors of human DNA polymerase eta. recombinant Pol eta, fluorescent DNA replication assay. Potency, µM (series often up to 114 µM), without a hit: top-dose activity change, negative = inhibition, usual class: inhibitors. AID 588591. 1.2% of 390,000 active. Q9Y253; note: potency is the fitted concentration of half-maximal effect
Target sequence (Q9Y253 whole entry, looked up): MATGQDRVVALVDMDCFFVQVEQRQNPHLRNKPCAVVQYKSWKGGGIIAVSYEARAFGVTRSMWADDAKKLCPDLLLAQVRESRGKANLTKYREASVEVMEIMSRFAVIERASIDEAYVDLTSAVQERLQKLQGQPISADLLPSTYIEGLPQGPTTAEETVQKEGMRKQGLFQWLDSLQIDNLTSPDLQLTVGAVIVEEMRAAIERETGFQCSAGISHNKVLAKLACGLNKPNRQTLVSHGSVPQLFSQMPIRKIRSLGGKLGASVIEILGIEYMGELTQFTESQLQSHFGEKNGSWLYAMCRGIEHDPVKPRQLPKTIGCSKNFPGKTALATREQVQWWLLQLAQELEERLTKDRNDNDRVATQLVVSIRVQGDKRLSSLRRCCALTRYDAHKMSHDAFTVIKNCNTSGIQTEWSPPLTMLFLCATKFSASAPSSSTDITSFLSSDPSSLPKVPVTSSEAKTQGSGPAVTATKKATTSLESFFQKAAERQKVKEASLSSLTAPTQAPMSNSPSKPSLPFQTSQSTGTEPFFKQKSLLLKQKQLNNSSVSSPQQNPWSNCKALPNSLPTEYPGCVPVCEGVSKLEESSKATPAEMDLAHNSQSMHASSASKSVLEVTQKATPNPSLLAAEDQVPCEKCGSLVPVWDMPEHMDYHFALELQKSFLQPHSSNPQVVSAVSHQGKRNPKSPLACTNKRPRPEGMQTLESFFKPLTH
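Pol eta at 10 nM preincubated with compounds 15 min at room temperature; reaction started with fluorescent substrate (50 nM final) and read kinetically at 0 and 10 min.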
The depositor's hits bear a star; ? = inconclusive; · = not tested or not shown; [ ] = dose if it differs, or a comment. Unless noted, calls come from the whole dose curve; as a rule, active = well fitted inhibition curve with a large enough effect; inconclusive = small, poorly fitted or top-dose-only effect, or another doubt; inactive = no such curve, though single readings can be large or run the other way. Unless noted, % is set by controls: 0 for no effect and ±100 for the full control effect. The list is partial; the hit share may differ from the screen's.

SMILES	ALOX12 inh	LDHA inh	Pol kappa inh	Pol eta inh
CC(Cc1ccccc1)N(C)C (stereo not given)	-30%	6	4%[19.4 µM]	·
C[C@H]1CCCC=CC2C[C@H](O)C[C@@H]2[C@H](O)C=CC(=O)O1 (stereo not given in full)	51%[activator][57.4 µM]	-3	-5%[19.4 µM]	·
COc1cccc2c1C(=O)c1c(O)c3c(c(O)c1C2=O)C[C@@](O)(C(=O)CO)C[C@@H]3O[C@H]1C[C@H](N)[C@H](OC2CCCCO2)[C@H](C)O1 (stereo not given in full)	7%[57.4 µM]	12	10µM*	·
C[C@H]1CN([C@@H](C)CO)C(=O)CCCn2nncc2CO[C@@H]1CN(C)C(=O)Oc1ccccc1	-5%	1	·	-10%
O=C(NCC1=C(c2cccc3ccccc23)C[C@@H]2CC[C@H]1N2Cc1ccco1)c1ccncc1	?	2	·	-3%
CC(=O)O[C@H]1CC[C@]2(C)C3CC[C@@]4(C)C(C[C@@H](O)[C@@H]4O)C3[C@@H](OC(C)=O)C[C@H]2C1 (stereo not given in full)	8%	1	·	-7%
O=C1Nc2ccccc2Oc2ccccc21	-3%	-11	·	-12%
COc1cccc(CN2CCN(c3ccc(F)cc3)CC2)c1OC	?	-12	·	2%
COc1ccc(-n2c(-c3ccccc3F)nc3ccccc3c2=O)cc1	-17%	-4	·	1%
O=C(NCC1=C(c2cccc3ccccc23)C[C@@H]2CC[C@H]1N2Cc1ccco1)c1cccnc1	-14%	1	·	-22%
O=C1/C(=C/c2ccc3c(c2)OCO3)SC(=S)N1CCC(=O)N(CCO)c1ccccc1	?	-2	·	?
C[C@@H]1CN([C@H](C)CO)C(=O)CCCn2nncc2CO[C@@H]1CN(C)C(=O)Oc1ccccc1	-5%	-5	·	-11%
Cc1cccc(OCC(O)CN2CC2)c1 (stereo not given)	-4%	-4	·	-23%
CC(C)S(=O)(=O)N1Cc2ccccc2-n2nncc2C1	-3%	-1	·	-11%
CS(=O)(=O)c1ccc(C2=C(CNC(=O)c3ccncc3)[C@H]3CC[C@@H](C2)N3Cc2ccccc2)cc1	5%	-4	·	-5%
CN1C2CNC(=O)CC1C1CCC2C1 (stereo not given)	-7%	-4	·	-16%
CC(C)NC1C2CCC(CC2)C1(O)c1ccc(Cl)c(Cl)c1 (stereo not given)	?	-1	·	-6%
O=c1c2ccccc2nc(CBr)n1-c1ccc(Cl)cc1	?	0	·	-12%
O=C(NCC1=C(c2ccc3ccccc3c2)C[C@@H]2CC[C@H]1N2Cc1ccco1)c1nccs1	-13%	-1	·	-26%
O=C1CC(N2CC2)C(=O)N1c1ccccc1 (stereo not given)	-5%	5	·	3%
C[C@H](CO)N1C[C@H](C)[C@H](CN(C)C(=O)Oc2cccc3ccccc23)OCc2cnnn2CCCC1=O	-4%	0	·	-10%
COC(=O)C1=C(c2ccc(OCc3ccccc3)cc2)C[C@@H]2CC[C@H]1N2C(=O)NCc1ccc2[nH]ccc2c1	?	-3	·	-24%
COc1ccc2c(c1)C1(C)CCN(C)CC(C1)C2O (stereo not given)	6%	-3	·	-8%
C[C@H]1CN([C@@H](C)CO)C(=O)CCCn2nncc2CO[C@H]1CN(C)C(=O)Oc1cccc2ccccc12	1%	3	·	-25%
Cc1cc(C)c(S(=O)(=O)N2Cc3ccccc3-n3nncc3C2)c(C)c1	-21%	-3	·	-17%

At a glance, some entries already given:
SMILES	ALOX12 inh	LDHA inh	Pol kappa inh	Pol eta inh
CC(Cc1ccccc1)N(C)C (stereo not given)	-30%	6	4%[19.4 µM]	·
C[C@H]1CCCC=CC2C[C@H](O)C[C@@H]2[C@H](O)C=CC(=O)O1 (stereo not given in full)	51%[activator][57.4 µM]	-3	-5%[19.4 µM]	·
COc1cccc2c1C(=O)c1c(O)c3c(c(O)c1C2=O)C[C@@](O)(C(=O)CO)C[C@@H]3O[C@H]1C[C@H](N)[C@H](OC2CCCCO2)[C@H](C)O1 (stereo not given in full)	7%[57.4 µM]	12	10µM*	·

Some entries already given, reduced to LDHA inh, Pol kappa inh and Pol eta inh:
mol,LDHA inh,Pol kappa inh,Pol eta inh
O=C(NCC1=C(c2ccc3ccccc3c2)C[C@@H]2CC[C@H]1N2Cc1ccco1)c1nccs1,-1,·,-26%
COc1cccc2c1C(=O)c1c(O)c3c(c(O)c1C2=O)C[C@@](O)(C(=O)CO)C[C@@H]3O[C@H]1C[C@H](N)[C@H](OC2CCCCO2)[C@H](C)O1 (stereo not given in full),12,10µM*,·

Quoted from the listing.
Result of C[C@H](CO)N1C[C@H](C)[C@H](CN(C)C(=O)Oc2cccc3ccccc23)OCc2cnnn2CCCC1=O in Pol eta inh: -10%
Result of COc1cccc2c1C(=O)c1c(O)c3c(c(O)c1C2=O)C[C@@](O)(C(=O)CO)C[C@@H]3O[C@H]1C[C@H](N)[C@H](OC2CCCCO2)[C@H](C)O1 (stereo not given in full) in ALOX12 inh: 7%[57.4 µM]
Result of O=c1c2ccccc2nc(CBr)n1-c1ccc(Cl)cc1 in Pol eta inh: -12%
Result of C[C@@H]1CN([C@H](C)CO)C(=O)CCCn2nncc2CO[C@@H]1CN(C)C(=O)Oc1ccccc1 in LDHA inh: -5

Continuation:
SMILES	ALOX12 inh	LDHA inh	Pol kappa inh	Pol eta inh
COc1cc(CNCCc2c[nH]c3ccccc23)cc(OC)c1OC	-4%	0	·	-17%
C=CCOC(=O)N1Cc2ccccc2-n2nncc2C1	-7%	?	·	-8%
COc1ccc(-n2c(=S)[nH]c3ccc(C)cc3c2=O)cc1	-8%	-5	·	-14%
Cc1ccccc1NC(=O)N1Cc2ccccc2-n2nncc2C1	-2%	-5	·	-4%
CC1CN2C(=O)C1(c1ccccc1)C(=O)NC2=S (stereo not given)	15%	-5	·	-16%
O=C(/C=C/c1ccccc1)N1Cc2ccccc2-n2nncc2C1	9%	-9	·	-9%
CCOc1ccc(NS(=O)(=O)c2ccc(Cl)c(N=Nc3c(O)[nH]c(=S)[nH]c3=O)c2)cc1Br	?	-9	·	20µM*

Structural class, the entries above with a Cl atom (three)
SMILES	ALOX12 inh	LDHA inh	Pol kappa inh	Pol eta inh
CC(C)NC1C2CCC(CC2)C1(O)c1ccc(Cl)c(Cl)c1 (stereo not given)	?	-1	·	-6%
O=c1c2ccccc2nc(CBr)n1-c1ccc(Cl)cc1	?	0	·	-12%
CCOc1ccc(NS(=O)(=O)c2ccc(Cl)c(N=Nc3c(O)[nH]c(=S)[nH]c3=O)c2)cc1Br	?	-9	·	20µM*

From PubChem BioAssay
